MOR-DOR inv ag: inverse agonists of human mu-delta opioid receptor heterodimerization. P35372+P41143. cell-based MOR-DOR heterodimer luminescence, inverse agonism. inhibition, % at 9.3 µM. 0.21% of 340,000 active; in the data active = inhibition above about 22%, passing the limit was not always enough;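 also: 0% = cells with DMSO and 100% = wells without cells with DMSO; values of inactives mirror those of a sister screen read the other way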
Pemphigus Ab inh: inhibitors of pemphigus antibody binding to human desmoglein-3; DSG3-coupled beads, scFv-anti-DSG3-GFP binding, flow cytometry; stronger effect = lower value; binding (percent of control), % at 10 µM; 0.48% of 310,000 active; AID 588358;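 active = binding more than 3 SD below its plate's average and above zero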;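 also: hits lower antibody fragment binding to DSG3; some compounds called inactive have numbers as strong as hits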
HTR5A inv ag: inverse agonist of human HTR5A in OPRM1-OPRD1 counter-screen; P47898; HTR5A cell line, luminescence, inverse agonism; inhibition, % at 9.3 µM; 0.083% of 340,000 active; AID 504634; in the data active = inhibition mostly above about 23%, no sharp cut-off; inactive = mostly below about 18%;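 also: 0% = cells with DMSO and 100% = no-cell wells with DMSO; some compounds called inactive have numbers as strong as hits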
Target sequence (P47898 whole entry, looked up): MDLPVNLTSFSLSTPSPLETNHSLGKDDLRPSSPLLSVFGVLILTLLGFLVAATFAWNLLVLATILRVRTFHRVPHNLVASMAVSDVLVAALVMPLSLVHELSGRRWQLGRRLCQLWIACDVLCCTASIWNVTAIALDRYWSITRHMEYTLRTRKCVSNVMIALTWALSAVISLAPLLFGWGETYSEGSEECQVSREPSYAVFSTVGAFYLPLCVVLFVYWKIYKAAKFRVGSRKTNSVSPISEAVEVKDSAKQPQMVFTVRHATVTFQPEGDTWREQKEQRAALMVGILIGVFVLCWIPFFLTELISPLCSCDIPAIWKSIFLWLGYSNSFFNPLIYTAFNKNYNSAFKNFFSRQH
HTR5A ag: HTR5A agonism, opioid heterodimer counter-screen | 0.61% of 340,000 active | HTR5A agonist assay, luminescence, cell-based | P47898 | activation, % at 9.3 µM; in the data active = activation mostly above about 9.5%, no sharp cut-off; inactive = mostly below about 7.6%;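 also: 0% = cells with vehicle only and 100% = reference agonist; strong numbers were not always called active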
PKA-R2B act: activators of human PKA-R2B complex; activation, % at 11.4 µM; AID 504700; PKA-R2B holoenzyme dissociation, Cy5-IP20 fluorescence polarization; R2B truncated from residue 108, S112A mutant; 0% DMSO only, 100% 113 µM cGMP; 0.079% of 340,000 active;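 active = activation above a cutoff set at the mean over all compounds plus 3 SD, cut at about 18% in these data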;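 also: higher means more holoenzyme dissociation and a rise in polarization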
Arr AP2 block: blocks beta-arrestin peptide binding to AP2 adaptin; inhibition, % at 10 µM; 0.31% of 340,000 active; FITC-arrestin peptide / GST-AP2 beads, flow cytometry; AP2 beta2 appendage carries R879A mutation;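 active = inhibition above a set limit, near 3 SD of compounds lacking own fluorescence, cut at about 54% in these data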;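 also: plate controls were DMSO wells for no effect and 5 µM unlabelled arrestin peptide for full effect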
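Test system: GST-tagged AP2 beta2-adaptin appendage (R879A) on 4 µm glutathione beads; also added: fluorescein-tagged arrestin peptide at 50 nM final; timing: 12 min plus 1 h, RT; signal: flow cytometry, FL1 (488/535 nm); read-out: percent drop in bead-associated FITC signal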
DAGLB inh: blocks human DAGLB lipase activity; AID 504411; Q8NCG7; inhibition, % at 5.17 µM; HEK293T DAGLB membrane lysate, EnzChek fluorogenic substrate; 0.059% of 340,000 active; in the data active = inhibition above about 34%;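 also: 0% = enzyme with vehicle and 100% = wells lacking enzyme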
Target sequence (Q8NCG7 whole entry, looked up): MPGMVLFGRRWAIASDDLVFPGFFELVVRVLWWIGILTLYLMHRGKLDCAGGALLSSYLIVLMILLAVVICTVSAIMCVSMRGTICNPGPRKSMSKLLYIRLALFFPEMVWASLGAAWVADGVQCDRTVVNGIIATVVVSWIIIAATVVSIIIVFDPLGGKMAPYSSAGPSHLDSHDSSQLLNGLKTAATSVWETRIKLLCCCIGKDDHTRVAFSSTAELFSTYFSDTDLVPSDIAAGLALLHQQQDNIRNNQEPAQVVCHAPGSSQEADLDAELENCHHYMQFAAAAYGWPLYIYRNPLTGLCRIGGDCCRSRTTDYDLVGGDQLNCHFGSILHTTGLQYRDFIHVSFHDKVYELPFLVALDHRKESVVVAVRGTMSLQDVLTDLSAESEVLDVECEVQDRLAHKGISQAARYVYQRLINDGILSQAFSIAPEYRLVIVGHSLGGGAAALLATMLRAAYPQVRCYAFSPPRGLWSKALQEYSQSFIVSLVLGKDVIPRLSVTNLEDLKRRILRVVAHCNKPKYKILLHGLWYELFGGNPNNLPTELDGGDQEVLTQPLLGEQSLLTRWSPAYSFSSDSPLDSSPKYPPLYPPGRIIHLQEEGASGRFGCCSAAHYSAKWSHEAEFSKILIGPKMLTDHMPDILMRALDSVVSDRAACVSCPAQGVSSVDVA
V-ATPase pHluor: regulators of yeast V-ATPase proton transport | S. cerevisiae, pHLuorin cytosolic pH fluorescence | response, % at 10 µM | 0.37% of 350,000 active | AID 504577; in the data active = response mostly above about 7.3%, no sharp cut-off; inactive = mostly below about 5.4%; also: actives read high; inactives centre near 0; some compounds called inactive have numbers as strong as hits; reference of the scale not given here
OPRM1-OPRD1 ag: agonists of human mu-delta opioid receptor heterodimerization; P35372+P41143; cells, OPRM1-OPRD1 heterodimerization, luminescence; activation, % at 9.3 µM; 0.3% of 340,000 active; in the data active = activation above about 18%;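 also: 0% = vehicle-treated cells and 100% = reference agonist; values of inactives mirror those of a sister screen read the other way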
PKA-R1A act: PKA-R1A complex activation | AID 504707 | 0.083% of 340,000 active | P00514+P68181 | activation, % at 11.4 µM | PKA-R1A dissociation, Cy5-IP20 fluorescence polarization; scaled: DMSO 0%, 113 µM cGMP 100%;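 active = percent activation above the mean of all tested compounds plus 3 SD, cut at about 19% in these data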;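 also: higher means more PKAc released from R1A so a rise in polarization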
Starred values were filed as active, the others as inactive; nt = not tested or not shown.

SMILES | MOR-DOR inv ag | Pemphigus Ab inh | HTR5A inv ag | HTR5A ag | PKA-R2B act | Arr AP2 block | DAGLB inh | V-ATPase pHluor | OPRM1-OPRD1 ag | PKA-R1A act
CCN(CC)C1CCS(=O)(=O)C1 (stereo unspecified) | 11 | 95 | -4 | 5 | -2 | -1 | 0 | 3 | -2.0 | -8
COc1ccc(OC)c(NC(=O)N2CCCC(CNS(=O)(=O)c3cccs3)C2)c1 (stereo unspecified) | 9 | 104 | 4 | -2 | 8 | -3 | 2 | 0 | -1.8 | 5
CC1=Nn2c(nnc2-c2ccccc2)SC1 | 12 | nt | 1 | 0 | -4 | -6 | 2 | 1 | -2.8 | -1
COc1ccccc1C(=O)N1C(CC(=O)Nc2ccccc2C)C(=O)NC2CCCCC21 (stereo unspecified) | 8 | 106 | 1 | 0 | -3 | 5 | -4 | 10 | -1.6 | -8
CCCn1nc(C(=O)NNC(=O)Cc2ccc(S(=O)(=O)N3CCOCC3)s2)c2ccccc2c1=O | -21 | 108 | -10 | 4 | -10 | 3 | -4 | 1 | 3.2 | -2
Cc1cc(OCC(=O)NCCCn2ccnc2)c2c(C)cc(=O)oc2c1 | 17 | nt | 2 | -2 | 6 | -5 | 1 | -4 | -3.2 | -6
COc1ccc(OC)c(/C=N/NC(=O)CSc2nnc(C)n2-c2ccccc2)c1 | 11 | nt | -31 | 13 | 1 | 12 | -4 | -8 | -2.6 | 5
COc1cc(/C=N/NC(=O)c2ccc3c(c2)OCCO3)cc(Br)c1O | 14 | 107 | 3 | -1 | 2 | 7 | -6 | -1 | -2.8 | 3
COc1ccccc1NCC(=O)NNCC(=O)Nc1ccc(F)c(Cl)c1 | -2 | 91 | -2 | 1 | -6 | 0 | 1 | -1 | 0.3 | 1
CCCCS(=O)(=O)Nc1ccc(Cc2ccncc2)cc1 | 9 | 100 | -14 | 1 | 11 | -7 | 0 | -1 | -1.6 | -10
CC(NC(=O)COC(=O)c1cccc(S(=O)(=O)N2CCCC2)c1)c1ccccc1 (stereo unspecified) | 10 | 114 | 9 | -2 | -5 | 40 | -1 | 7 | -1.9 | 0
O=C(NN=C1CCCC1)c1cc(Br)ccc1O | 18 | 108 | -1 | -2 | 7 | 2 | 2 | 0 | -5.5 | -8
COc1ccccc1CN1CC(C(=O)NC2(c3ccccc3)CC2)CCC1=O (stereo unspecified) | 14 | 103 | 3 | 2 | 3 | 20 | 0 | -1 | -2.7 | -2
CC(C)[C@H](NC(=O)[C@@H]1Cc2ccccc2CN1C(=O)OC(C)(C)C)C(=O)NC1CCCC1 | 9 | 101 | 13 | -5 | -8 | 1 | 1 | 2 | -1.9 | 10
Cn1nnnc1SCC(=O)Nc1c(Cl)cccc1Cl | 4 | 90 | 3 | 3 | 2 | -2 | -1 | -1 | -0.8 | -6
CC(=O)C1=C(C)NC(=O)NC1c1cc(Br)ccc1OCC(N)=O (stereo unspecified) | 18 | nt | 7 | 5 | -2 | -1 | 3 | 9 | -3.9 | -4
Cc1nc(NC(=O)CN2CC(C)OC(C)C2)sc1C(=O)N(C)C (stereo unspecified) | 12 | 118 | 9 | -2 | -6 | 30 | -3 | 0 | -2.3 | 3
O=C1CC(c2ccccc2)=NN1c1ccc([N+](=O)[O-])cc1 | 18 | 101 | 27 | 7 | -1 | 10 | 25 | 0 | -3.7 | -8
O=C(c1cccs1)N1C[C@H](O)[C@@H](n2cc(-c3ccc(F)cc3)nn2)C[C@@H]1c1ccccc1 | nt | 110 | nt | nt | 0 | nt | -2 | 3 | nt | 7
O=C(Nc1ccccc1Oc1cccnc1)C1CCCN(Cc2ccccc2O)C1 (stereo unspecified) | -20 | nt | -2 | 1 | -3 | -2 | 0 | 1 | 3.7 | 5
CC(C)C(C(=O)NCc1ccco1)N(C(=O)CNS(=O)(=O)c1ccc(Cl)cc1)C1CCCC1 (stereo unspecified) | -2 | 105 | 10 | 2 | -2 | 0 | 0 | -1 | 0.4 | -11
O=C(Nc1ccc(Cl)c(S(=O)(=O)N2CCOCC2)c1)c1ccc(Cl)nc1 | -11 | 95 | -11 | 4 | -5 | 30 | 0 | -2 | 1.7 | -4
Cc1cccc(NC(=O)c2cccnc2Cl)n1 | 0 | 103 | 23 | 0 | 6 | 30 | -1 | 2 | 0.1 | -2
COC(=O)C1CCN(C(=O)c2cc(-c3ccco3)nc3ccccc23)CC1 | -1 | 41 | -14 | 4 | 4 | 7 | 5 | -4 | 0.2 | 3
O=C(c1ccncc1)c1ccc([N+](=O)[O-])cc1 | -24 | 113 | 7 | -3 | 0 | -5 | -1 | -1 | 4.7 | -1
COc1cc(OC)c(/C=N/NC(=O)c2ccc([N+](=O)[O-])cc2)cc1Br | -6 | 98 | -1 | 2 | -17 | 4 | 2 | -1 | 1.1 | -6
COc1cc2nc(CC(C)C)n(NC(=O)c3ccccc3)c(=O)c2cc1OC | 6 | 97 | 13 | 3 | -1 | -2 | 1 | 2 | -1.2 | -4
CCc1ccc(OCCNC(=O)c2ccccc2SCc2ccc(F)cc2)cc1 | -11 | 100 | -16 | 6 | 3 | 1 | -11 | 7 | 2.6 | -5
CCCOc1ccc(C(=O)CCNc2cccc(Cl)c2)cc1 | -19 | 98 | -3 | 1 | 3 | 57* | -13 | 0 | 3.8 | -2
CCN(CC)CCCn1c(=S)[nH]c2cc(OC)c(OC)cc2c1=O | 5 | nt | 24 | 1 | -3 | 17 | 0 | -1 | -0.8 | 3
Cc1cc(CN(C)C(=O)c2cc(COc3ccc(C)c(C)c3)on2)n[nH]1 | -1 | 100 | 25 | 1 | 1 | 38 | 3 | -2 | 0.2 | -10
CN(c1ccc(F)cc1)S(=O)(=O)c1ccc(Cl)c(C(=O)Nc2ccc3c(c2)CCC3)c1 | 0 | 118 | 6 | 1 | 1 | 31 | -8 | -3 | -0.1 | -1
CCOC(=O)c1c(C)oc2ccc(OS(C)(=O)=O)cc12 | 5 | 107 | 13 | 4 | -7 | -8 | -4 | 4 | -1.0 | -8
Cc1cccc(NC(=O)CSc2n[nH]c(-c3cccnc3)n2)c1 | -4 | nt | 4 | -1 | -8 | -6 | -1 | -2 | 0.6 | -3
CCOC(=O)Cn1c(=NC(=O)C2CC2)sc2c(C)cc(C)cc21 | -8 | 97 | -5 | 2 | 0 | -10 | -4 | 1 | 1.6 | -8
O=C(Nc1ccc(-n2nncc2-c2ccco2)cc1)c1cccc(F)c1 | 6 | 100 | 6 | -1 | 2 | -3 | 3 | 2 | -1.0 | -10
Cc1c(C(=O)O)oc2ccc(S(=O)(=O)NCc3ccc4c(c3)OCO4)cc12 | -1 | 105 | 10 | 2 | -1 | 1 | 1 | -2 | 0.1 | -17
Cc1ccc(-n2c(-c3ccncc3)nnc2-c2ccco2)cc1 | 21 | 95 | -14 | 6 | -4 | -9 | -1 | -1 | -3.5 | -1
CSc1nc(C(=O)N2CCc3c([nH]c4ccccc34)C2c2ccccn2)cs1 (stereo unspecified) | 1 | 103 | -17 | 0 | -8 | -3 | 1 | 1 | -0.3 | 8
Cc1c(NS(=O)(=O)c2cc(C(=O)N3CCCC(C)C3)ccc2Cl)c(=O)n(-c2ccccc2)n1C (stereo unspecified) | 4 | 86 | -5 | 2 | 14 | -9 | 1 | 3 | -0.7 | 4
CCC(NC(=O)C1(C)CC1(Br)Br)c1ccc(C)cc1 (stereo unspecified) | 11 | 104 | 20 | 2 | -3 | -1 | 0 | -2 | -2.8 | -7
CCCNc1cc(=O)n(C)c(=O)n1C | 5 | 100 | -1 | 0 | -2 | -8 | -1 | 6 | -1.1 | 6
COc1ccc(-c2nnc(-c3ccc(N)cc3)o2)cc1 | 5 | 98 | -10 | 2 | 7 | 2 | -2 | 2 | -0.9 | -7
O=C(CSc1nnnn1C1CC1)N1CCN(Cc2ccccc2F)CC1 | 18 | nt | 12 | -1 | -9 | -14 | -5 | -2 | -4.7 | 9
O=C(CN1CCN(S(=O)(=O)c2ccccc2F)CC1)Nc1ccnn1C1CCCC1 | 12 | 100 | -1 | -2 | 0 | 0 | 1 | -1 | -3.1 | -5
O=C(NCC(=O)N1CCC(N2CCCCC2)CC1)C1CCCCC1 | 16 | nt | 5 | -2 | 10 | -2 | -2 | 3 | -3.2 | 2
CC(C)(C)OC(=O)C[C@@H]1C/C=C\C[C@@H](CC(=O)NCCO)C(=O)N[C@H](C(C)(C)C)COC1=O | 4 | 102 | -2 | 7 | -3 | 7 | 2 | -6 | -0.8 | 0
COc1ccc(NC(=O)CC2C(=O)N(c3ccccc3)C(=O)N2Cc2ccco2)cc1 (stereo unspecified) | 8 | 101 | 7 | -3 | 0 | -8 | 0 | -2 | -1.6 | -12

Part of the list above, with two lines to a compound.
Results follow in this order: MOR-DOR inv ag | Pemphigus Ab inh | HTR5A inv ag | HTR5A ag | PKA-R2B act | Arr AP2 block | DAGLB inh | V-ATPase pHluor | OPRM1-OPRD1 ag | PKA-R1A act
- CCCNc1cc(=O)n(C)c(=O)n1C
→ 5 | 100 | -1 | 0 | -2 | -8 | -1 | 6 | -1.1 | 6
- Cc1c(NS(=O)(=O)c2cc(C(=O)N3CCCC(C)C3)ccc2Cl)c(=O)n(-c2ccccc2)n1C (stereo unspecified)
→ 4 | 86 | -5 | 2 | 14 | -9 | 1 | 3 | -0.7 | 4

(continued)
SMILES | MOR-DOR inv ag | Pemphigus Ab inh | HTR5A inv ag | HTR5A ag | PKA-R2B act | Arr AP2 block | DAGLB inh | V-ATPase pHluor | OPRM1-OPRD1 ag | PKA-R1A act
CCOc1cc(/C=C/c2nc3cc(C)c(C)cc3s2)ccc1OCC(=O)N1CCOCC1 | 7 | 98 | -33 | 2 | -2 | -7 | -2 | -6 | -1.5 | 2
O=C(NCC(c1ccco1)N1CCc2ccccc21)c1ccccc1 (stereo unspecified) | 13 | 110 | 16 | 2 | -3 | 10 | 1 | -1 | -1.9 | -7
CCN(C(=O)c1cnc(OC)cc1C(F)(F)F)c1ccc(Cl)cc1 | -3 | 110 | -8 | -2 | 1 | 6 | -5 | 4 | 0.7 | 0
O=C(O)CCCNC(=O)/C(=C\c1ccccc1F)NC(=O)c1ccccc1 | 14 | 107 | 3 | -3 | 4 | 3 | 3 | 5 | -2.8 | 0
O=C(Nc1ccc(Br)cc1Cl)N1CCOCC1 | 2 | 105 | 6 | -2 | -6 | 1 | -2 | 1 | -0.3 | -2
Cc1ccc(S(=O)(=O)N2CCN(C(=O)COC(=O)Cc3cccc(C(F)(F)F)c3)CC2)c(C)c1 | -5 | 106 | -13 | 1 | -7 | -5 | -4 | 1 | 1.0 | -21
O=C(COc1cccc(F)c1)NNC(=O)c1cccc(-n2cccc2)c1 | 6 | 86 | -8 | -3 | -1 | 1 | 2 | 1 | -1.1 | -4
Cc1cc(C)c(S(=O)(=O)Oc2ccccc2[N+](=O)[O-])c(C)c1 | -5 | 121 | -1 | 0 | -5 | 7 | -5 | 6 | 1.1 | -5
O=C(CSc1nc(=O)n2ccccc2n1)N1CCN(c2ccccc2)CC1 | -13 | 112 | 3 | 3 | 6 | -4 | -1 | -2 | 2.0 | -7
